High-throughput results as filed in PubChem BioAssay.
CHRM1 agonist: activates human CHRM1 receptor. P11229. CHO-K1 hM1, Fluo-8 calcium fluorescence, agonist mode; 0% DMSO, 100% acetylcholine EC100. activation, % at 3 µM. actives 0.33% (n = 360,000). AID 588814;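 active = activation above the run's mean compound activation plus 3 SD, cut at about 16% in these data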;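 also: peak over basal fluorescence ratio within a 140 s kinetic read after compound addition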
Target sequence (P11229 whole entry, looked up): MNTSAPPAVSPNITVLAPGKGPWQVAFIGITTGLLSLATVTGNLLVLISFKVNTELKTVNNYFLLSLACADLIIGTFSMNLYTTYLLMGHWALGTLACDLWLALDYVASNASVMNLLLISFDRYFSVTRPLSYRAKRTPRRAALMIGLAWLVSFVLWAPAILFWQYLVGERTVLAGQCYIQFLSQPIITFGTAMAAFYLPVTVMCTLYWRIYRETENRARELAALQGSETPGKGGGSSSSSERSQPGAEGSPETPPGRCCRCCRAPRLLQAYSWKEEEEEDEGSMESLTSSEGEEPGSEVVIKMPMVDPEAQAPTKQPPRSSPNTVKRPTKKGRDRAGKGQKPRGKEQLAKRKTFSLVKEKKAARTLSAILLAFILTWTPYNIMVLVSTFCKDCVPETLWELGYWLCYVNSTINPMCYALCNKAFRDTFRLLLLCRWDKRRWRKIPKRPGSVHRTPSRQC
CHO parental Ca: counter-screen: ATP calcium response change in parental CHO cells | actives 0.63% (n = 330,000) | AID 463079 | inhibition, % at 5.6 µM | parental CHO-K1, ATP-induced calcium, Fluo-8 fluorescence;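 active = inhibition above that plate's mean sample inhibition plus 3 SD, cut at about 26% in these data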;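 also: 0% = ATP-challenged DMSO wells and 100% = DMSO wells without ATP; some compounds past the cut are filed as inactive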
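Test system: parental CHO cells; detection: calcium-sensitive Fluo-8 fluorescence; evaluation: percent inhibition of calcium signal; also added: ATP as calcium-mobilizing challenge; repeats: one well per compound; control set: ATP-challenged DMSO wells low, unchallenged DMSO wells high; compound: single nominal dose of 5.6 µM per compound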
M1 PAM parental: counter-screen for M1 PAMs: effect in parental CHO-K1 cells | ATP EC20, Fluo-8 calcium fluorescence; 0% at ATP EC20, 100% at ATP max | activation, % at 3 µM | actives 0.02% (n = 360,000);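 active = activation above the run cutoff, the mean activation of all test compounds plus 3 SD, cut at about 40% in these data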;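 also: peak over basal fluorescence ratio in a 140 s read after ATP addition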
CHO-K1 Ca antag: nonselective inhibitor or artifact in parental CHO-K1 cells; ATP-induced calcium, Fluo-8 fluorescence; inhibition, % at 3 µM; actives 0.6% (n = 360,000); AID 602250;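 active = inhibition above a per-plate cutoff, the plate's mean sample inhibition plus 3 SD, cut at about 24% in these data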;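 also: 0% = DMSO plus EC80 ATP and 100% = DMSO alone without ATP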
M1 ag parental: nonselective activator or artifact in parental CHO-K1 cells; Fluo-8 calcium fluorescence; scaled to maximal ATP response, vehicle zero; activation, % at 3 µM; actives 0.48% (n = 360,000); AID 602248; in the data active = activation above about 15%;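 also: untransfected CHO-K1 host cells lacking M1 receptor as counterscreen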
CHRM1 PAM: positive allosteric modulators of human M1 muscarinic receptor | P11229 | CHO-K1 hM1, Fluo-8 calcium fluorescence, ACh EC20; 0% = ACh EC20, 100% = maximal ACh | activation, % at 3 µM | actives 0.088% (n = 360,000); in the data active = activation above about 19%, passing the limit was not always enough
CHRM1 antagonist: antagonists of human M1 muscarinic receptor | P11229 | CHO-K1 hM1, Fluo-8 calcium fluorescence, ACh EC80 antagonist | inhibition, % at 3 µM | actives 1.3% (n = 360,000);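 active = percent inhibition above its own plate's cutoff, namely the mean of that plate's compound wells plus 3 SD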;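 also: peak over basal fluorescence ratio during 140 s after agonist addition; 0% = ACh EC80 plus DMSO and 100% = DMSO alone without agonist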
TAAR1 antagonist: antagonists of human TAAR1; Q96RJ0; CHO RD-HGA16 TAAR1, Fluo-8 calcium fluorescence, antagonist; inhibition, % at 3 µM; actives 1.5% (n = 360,000); AID 624466;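 active = inhibition above a per-plate cutoff, the mean inhibition of test compounds on that plate plus 3 SD, cut at about 49% in these data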;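 also: 0% = DMSO plus EC80 beta-PEA response and 100% = DMSO alone without agonist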
Target sequence (Q96RJ0 whole entry, looked up): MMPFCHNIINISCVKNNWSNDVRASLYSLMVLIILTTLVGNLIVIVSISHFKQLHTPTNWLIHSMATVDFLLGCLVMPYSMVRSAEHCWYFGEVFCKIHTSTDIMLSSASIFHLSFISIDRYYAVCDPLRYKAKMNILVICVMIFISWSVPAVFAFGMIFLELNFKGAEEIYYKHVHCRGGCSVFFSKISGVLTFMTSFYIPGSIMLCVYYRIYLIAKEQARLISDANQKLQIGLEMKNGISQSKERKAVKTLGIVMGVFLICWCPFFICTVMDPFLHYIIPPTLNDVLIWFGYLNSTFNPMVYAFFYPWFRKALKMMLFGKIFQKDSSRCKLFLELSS
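test system = CHO RD-HGA16 cells bearing hTAAR1 | replication = singlicate | controls = DMSO-only wells and EC80 β-PEA-stimulated wells | reagent = EC80 β-phenethylamine stimulus | read-out basis = percent inhibition of PEA-evoked calcium signal, max/basal emission ratio | schedule = seeding 17-24 h prior, 75-min 37 °C, 30-min RT dye loading | signal = kinetic Fluo-8 calcium fluorescence measurement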
TAAR1 ag: agonists of human TAAR1 | actives 0.99% (n = 360,000) | Q96RJ0 | activation, % at 3 µM | CHO RD-HGA16 TAAR1, Fluo-8 calcium fluorescence; vehicle wells 0%, saturating PEA agonist 100%;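 active = activation above the mean activation of all test compounds in the run plus 3 SD, cut at about 38% in these data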
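test system = CHO RD-HGA16 cells carrying human TAAR1 plus Gα16 | schedule = 17-24 h seeding, 75 min 37 °C dye, 30 min RT | compound dosing = 3 µM single concentration | control set = DMSO and PEA EC100 | replicates = n 1 | signal = Fluo-8 fluorescence, 5 s baseline then 140 s kinetic read | measure = percent activation vs PEA EC100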
An asterisk follows results filed as active; . = not tested or not shown. This is a random part of the collection; overall some 4.4% were active at least once.

SMILES	CHRM1 agonist	CHO parental Ca	M1 PAM parental	CHO-K1 Ca antag	M1 ag parental	CHRM1 PAM	CHRM1 antagonist	TAAR1 antagonist	TAAR1 ag
COc1cc(CN(CC(C)C)S(=O)(=O)c2ccccc2Br)cc(OC)c1	-4	-20	11	-6	1.4	-4	-3	10	2
FC(F)(F)c1ccnc(Oc2ccc(C3=NCCS3)cc2)c1	-2	3	9	2	6.6	0	15	-33	12
CNC(=S)NNC(=O)c1ccc(=O)n(Cc2cccc(C(F)(F)F)c2)c1	-6	-1	4	-3	-0.8	10	-1	-4	-1
CC(C)CC(=O)N(c1nnc(-c2cccnc2)s1)C1CCCC1	-5	-19	26	-17	1.1	6	-19	-22	18
CCc1cccc(NC(=O)COC(=O)c2c(-c3ccccc3)noc2C)c1	-6	.	20	-17	0.9	-4	-10	17	1
Cc1ccc(S(=O)(=O)c2nc(Nc3ccccc3C#N)sc2Cl)cc1	-8	-5	-1	5	1.0	6	-5	18	2
Cc1ccc(-n2nc3c(c2NC(=O)CCC2CCCCC2)CS(=O)C3)cc1 (stereo not given)	-2	-14	16	-11	1.1	10	-17	-21	2
Cc1cc(NC(=O)c2cc(-c3ccco3)on2)n(-c2ccccc2)n1	-6	-13	-1	2	0.3	3	-3	2	32
CCOC(=O)C1=C(NC#N)OC(C)=C(C)C1c1ccc(O)cc1 (stereo not given)	-1	-21	14	-5	0.5	7	-34	1	14
O=C(COc1ccccc1)NNc1c2ccccc2nc2ccccc12	-1	2	14	-12	3.6	-10	12	45	11
Cc1ccc(NN2C(=O)C=CC2=O)cc1	-8	-5	26	-14	1.0	13	-14	-4	2
Cc1ccc(OCC(=O)NCc2ccco2)cc1C	-3	-6	14	0	0.3	2	-11	-15	1
CC1C/C(=C\c2cccnc2)C(=O)/C(=C/c2cccnc2)C1 (stereo not given)	-2	-13	23	2	3.8	2	5	4	1
CCc1n[nH]c(=S)n1/N=C/c1c(O)ccc2ccccc12	4	-8	7	-1	0.4	22	-28	-17	7
CCOC(=O)NC(=O)CSc1nnnn1-c1ccc(C)cc1	-2	2	24	-20	0.5	4	-2	-19	4
COc1ccc(CCCC(=O)NCCc2ccccc2)cc1	-3	.	12	2	8.9	1	-4	-15	-1
COC(=O)N1C(=O)[C@@](c2ccccc2)(C2CCCCC2)N1C(=O)OC	-6	-24	15	-19	-0.5	9	-4	-6	0
O=C(Nc1cccc2c1CCCC2)c1ccccc1F	-6	-6	12	-3	0.1	0	-3	-9	10
O=C(NCCc1ccccc1)C(=O)NCC1OCCN1S(=O)(=O)c1ccccc1 (stereo not given)	-3	-8	15	-13	1.5	2	-8	30	80*
Cc1cc(NC(=O)CSc2nc3c(c(=O)n2CCc2ccccc2)SC(C)C3)no1 (stereo not given)	-3	-15	-4	7	-0.5	3	0	-7	-1

Quoted from the listing.
CHRM1 agonist, CC(C)CC(=O)N(c1nnc(-c2cccnc2)s1)C1CCCC1 → -5
M1 PAM parental, CCOC(=O)NC(=O)CSc1nnnn1-c1ccc(C)cc1 → 24
CHO-K1 Ca antag, CNC(=S)NNC(=O)c1ccc(=O)n(Cc2cccc(C(F)(F)F)c2)c1 → -3
CHO parental Ca, O=C(NCCc1ccccc1)C(=O)NCC1OCCN1S(=O)(=O)c1ccccc1 (stereo not given) → -8
CHRM1 PAM, O=C(COc1ccccc1)NNc1c2ccccc2nc2ccccc12 → -10
CHRM1 antagonist, Cc1cc(NC(=O)c2cc(-c3ccco3)on2)n(-c2ccccc2)n1 → -3

The results go on.
SMILES	CHRM1 agonist	CHO parental Ca	M1 PAM parental	CHO-K1 Ca antag	M1 ag parental	CHRM1 PAM	CHRM1 antagonist	TAAR1 antagonist	TAAR1 ag
COc1cc(/C=N/NC(=S)Nc2cccnc2)cc(OC)c1O	-1	-7	-12	-6	0.1	2	3	-25	6
O=C(NC(=S)Nc1ccc([N+](=O)[O-])cc1)c1ccco1	-2	.	12	-3	0.8	20	-27	-16	0
Cc1ccc2c(c1)C=CC(C#N)N2C(=O)c1ccccc1 (stereo not given)	-10	-13	18	-2	0.0	9	-12	0	0
CC(=O)c1c(C)n(-c2ccc(Br)cc2)c2ccc(O)cc12	1	-4	-6	6	0.1	-4	7	0	0
CC1(NC(=O)NCc2ccccc2)CCS(=O)(=O)C1 (stereo not given)	-5	-3	1	2	-0.3	11	-5	1	2
Cc1cc(/C=C2/C(=O)N(C)C(=S)N2C)c(C)n1C1CC1	-7	-5	9	-8	0.5	3	-1	0	8
CC1CC1C(=O)OCC(=O)Nc1ccccc1Oc1ccccc1 (stereo not given)	-10	-8	21	-5	0.2	1	0	7	2
Cc1ccccc1C(=O)Nc1cccc(-c2ccc(N3CCOCC3)nn2)c1	-2	-12	19	-9	1.4	6	-10	4	4
Nc1ncnc2c1ncn2[C@@H]1O[C@H](CNCc2ccccc2OCC(=O)N2CCCCC2)[C@@H](O)[C@H]1O	-6	-9	10	-6	1.3	6	-7	4	0
O=C(Nc1cccc2cccnc12)c1ccc(Cl)cc1Cl	-7	-18	1	-1	2.6	-6	18	-2	-2
Cc1ccc(S(=O)(=O)Nc2cccc(C(=O)N3CCCC3)c2)cc1F	-1	-24	5	16	-0.1	5	-11	1	4
O=C(O)C(Nc1nc(C(F)(F)F)nc2ccccc12)c1ccccc1 (stereo not given)	-3	12	-16	7	-0.4	-4	12	-19	0
O=C(NNc1ncnc2c1cnn2-c1ccc(F)cc1)c1cccs1	1	-3	24	-12	1.3	11	-11	-8	5
Cc1ccccc1NS(=O)(=O)c1ccc2[nH]cc(C(=O)NCCCN3CCOCC3)c(=O)c2c1	-6	10	-6	-1	0.3	8	-7	7	3
O=C(c1ccco1)N1CCN(C2CN(Cc3cn(Cc4ccccc4C(F)(F)F)nn3)S(=O)(=O)C2)CC1 (stereo not given)	-8	.	4	8	0.4	6	-2	1	-1
O=C(Cn1ccc([N+](=O)[O-])n1)Nc1nccs1	-5	5	12	1	-0.3	-4	3	-5	0
COc1ccc(/C=N/NC(=O)CNS(=O)(=O)c2ccc(C)cc2)cc1	-7	-8	9	-3	0.2	1	4	19	1
Cc1cc(=O)[nH]c2nc3ccccc3n12	-3	.	12	0	0.2	8	-6	-2	2
COCCCNC(=O)c1cn(CC(C)C)c(=O)c2c1c1ccccc1n2C	-3	-15	18	-12	1.5	1	3	-8	7
COc1ccccc1CCCNC(=O)C1CCC(=O)N(Cc2ccccc2F)C1 (stereo not given)	-1	-29	-5	0	0.3	14	-10	-7	1

The list goes on; it opens with the 2 that closed the last part.
SMILES	CHRM1 agonist	CHO parental Ca	M1 PAM parental	CHO-K1 Ca antag	M1 ag parental	CHRM1 PAM	CHRM1 antagonist	TAAR1 antagonist	TAAR1 ag
COCCCNC(=O)c1cn(CC(C)C)c(=O)c2c1c1ccccc1n2C	-3	-15	18	-12	1.5	1	3	-8	7
COc1ccccc1CCCNC(=O)C1CCC(=O)N(Cc2ccccc2F)C1 (stereo not given)	-1	-29	-5	0	0.3	14	-10	-7	1
O=C(CSc1ccc(-c2nc3ccccc3[nH]2)cn1)Nc1ccc(S(=O)(=O)NC2CC2)cc1	-8	-18	25	-1	2.4	-2	14	42	8
CN(C)/C=C(\C#N)c1nc2ccccc2[nH]1	-5	-10	6	-4	-0.1	1	1	-1	-3
Cc1ccccc1NCC(=O)N/N=C\c1ccc2c(c1)OCO2	-4	-20	-8	-2	1.3	7	-6	12	10
COc1ccccc1-c1nc2ccccc2nc1-c1ccccc1	-10	-13	6	-6	-0.3	1	-5	-1	1
NC(=O)c1ccccc1NS(=O)(=O)c1ccc(S(=O)(=O)N2CCCC2)cc1	-4	-5	8	-12	0.5	7	-11	-20	2
CCN(CC)c1ccc(N)cc1S(=O)(=O)Nc1ccc(OC)cc1	-4	-12	15	-16	0.6	5	-14	-7	2
COc1cc(CCC(=O)OCC(=O)N2CC(=O)Nc3ccccc32)cc(OC)c1OC	0	-9	7	-17	0.0	5	-9	-19	2
CCN(C(=O)CN1C(=O)S/C(=C\C=C\c2ccccc2)C1=O)C1CCS(=O)(=O)C1 (stereo not given)	-1	5	-1	-2	6.3	3	3	-9	3
CCOC(=O)c1cc(=O)[nH]c2ccccc12	-4	-2	5	-9	0.1	7	-1	-3	1
CCN(C[C@H]1N[C@@](C)(C(=O)OC)[C@H]2C(=O)N(C)C(=O)[C@@H]12)S(=O)(=O)c1ccc(OC)cc1	-2	-10	18	-20	0.6	13	-18	5	-2
COc1cc(/C=N/Nc2nncn2N)ccc1OCc1c(C)no[n+]1[O-]	-2	-7	14	-17	1.6	7	-10	4	-1
O=C(Nc1cccnc1Cl)c1cc(-c2cccc(O)c2)on1	-1	14	6	-15	1.7	8	-1	-15	1
O=C(Nc1c(S(=O)(=O)c2ccccc2)csc1Br)c1ccccc1Cl	-5	-7	11	-10	-0.1	6	-10	-14	-2
C#CCOCCOCCOCCNc1nc(N2CCN(C(=O)Cn3cc(CCCCN)nn3)CC2)nc(N2CCN(C(=O)[C@H](C)n3cc(CCC(=O)O)nn3)CC2)n1	-1	.	17	-14	0.7	2	1	15	4
CN(c1ccc(OCCOc2ccccc2Cl)cc1)S(=O)(=O)c1ccccc1	-1	2	-7	3	-0.1	9	-4	21	6
CC(=O)c1cccc(NC(=O)C2C(c3ccccc3)C2(Cl)Cl)c1 (stereo not given)	-9	-21	18	-2	4.7	-4	-10	26	6
CC(C)OCCCNC(=O)[C@H]1N2C(=O)c3ccccc3C2SC1(C)C (stereo not given in full)	-4	-10	-6	-8	0.5	13	-14	1	0
Brc1ccc(Br)c2cnccc12	-3	.	11	-12	0.4	6	-17	-24	17
Cc1cc(C)cc(CC2CC(=O)N(c3cc(C)on3)C2=O)c1 (stereo not given)	-5	-9	0	9	0.2	4	-7	12	1
O=C(c1ccc(N2C(=O)C3CC=C(Cl)CC3C2=O)cc1)N1CCOCC1 (stereo not given)	-3	4	-11	12	-0.4	-7	7	-3	5
CC(C)=NNc1nc2c(c(=O)[nH]c(=O)n2C)n1CCCc1ccccc1	-2	-30	13	-6	-0.4	3	-1	-9	2
Cn1cccc1-c1cc(C(=O)N/N=C/c2ccc([N+](=O)[O-])cc2)[nH]n1	-6	4	3	-6	4.3	1	-1	14	2
COc1ccc(Cl)cc1Nc1nc(C)cc(C)c1C(N)=O	-4	-1	11	-9	0.9	0	3	-6	8
O=C(NCCc1ccccc1)C(=O)NCC1(c2ccccc2)CCCC1	-4	-3	-4	2	-0.1	1	6	-1	3
